Screening results deposited in PubChem BioAssay by National Center for Advancing Translational Sciences (NCATS).
AMA1-RON2 inh: qHTS for Inhibitors of AMA1-RON; Towards Development of Antimalarial Drug Lead: Primary Screen | AID 720542, 2013 | AlphaScreen AMA1-biotinylated RON2 peptide binding | Potency, µM (top dose mostly 58.2 µM), inactives show at the top dose activity change, negative = inhibition, actives largely listed as inhibitors | hit rate 0.2% among 360,000; active = well fitted inhibition curve with a large enough effect; inconclusive = small, poorly fitted or top-dose-only effect; inactive = no such curve, though single readings can be large or run the other way;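 also: potency is read from the fitted curve at half-maximal effect; 0% = vehicle wells and -100% = peptide control; nearly all actives have a fitted effect of over 45% in size; some results filed as inactive show a strong effect at the top dose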
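AMA1 (3D7) with his tag at 25 nM final met compounds first, then biotinylated RON2 peptide at 25 nM; detection used donor plus acceptor beads, 10 µg/mL apiece, read by AlphaScreen after 30 min at room temperature.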
HCMV antiviral: qHTS Assay for inhibitors of the human cytomegalovirus (HCMV) | HFF cells, HCMV-luciferase reporter, 72 h; hits give low values | activity change, negative = inhibition, % at 57.5 µM | hit rate 4.5% among 410,000; in the data active = activity change below about -60%; inconclusive = no clear call, values can overlap the other calls; inactive = above about -39%
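Cell-based, HFFs, 1000 cells/well, 16 h 37C; cpds in DMSO + HCMV-luc, MOI 1 PFU/cell; 72 h 37C; OneGlo luminescence after 5 min RT; norm. to buffer vs Salinomycin 10uM.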
Numbers without * were called inactive; [ ] = remark or other dose. Unless noted, % is scaled to controls: 0 for no effect and ±100 for the full control effect.

`CC(C)CC(=O)N1CC=CC[C@@H](c2ccc(Cl)cc2)N(Cc2ccc(Cl)cc2)C(=O)[C@@H]1Cc1ccccc1` gave AMA1-RON2 inh -6% and HCMV antiviral -28.
Screening O=c1[nH]c(=S)[nH]c2c1C(c1ccc(Cl)cc1)OC(C1CCCCC1)C2 (centres undefined) returned AMA1-RON2 inh 83%[activator] and HCMV antiviral -12.
For COC(=O)C1=CO[C@@H](O[C@@H]2OC(CO)[C@@H](O)[C@@H](O)[C@@H]2O)C2C1CC[C@]2(C)O (some centres undefined) the results were AMA1-RON2 inh -2% and HCMV antiviral 0.
COC(=O)C1=C[C@@H](C(=O)OC)[C@@H]2C3=C(C(=O)[C@@]2(C)NC(=O)c2ccccc2)[C@H](C)C(C(=O)OC)=C(C(=O)OC)[C@@H]3C1 was read as AMA1-RON2 inh 5% and HCMV antiviral -13.
For OC[C@@H]1CN(Cc2cccc3ccccc23)C[C@H](n2cnc3c(NCc4ccco4)ncnc32)O1 the results were AMA1-RON2 inh -20% and HCMV antiviral -6.
COC(=O)C1CCN(C2CN(Cc3ccc([N+](=O)[O-])cc3)S(=O)(=O)C2)CC1 (centres undefined) was read as AMA1-RON2 inh -2% and HCMV antiviral 8.
Screening Cc1ccc(OCC(=O)O)c(O)c1 returned AMA1-RON2 inh 2% and HCMV antiviral 39.
`COc1ccc(C(=O)N/C(=C\c2cn(S(=O)(=O)N(C)C)c3ccccc23)C(=O)N2CCN(C)CC2)cc1OC` gave AMA1-RON2 inh -4% and HCMV antiviral -13.
For COc1ccc(NC(=O)CN(C)C(=O)c2ccc(C)c(S(=O)(=O)N3CCCCC3)c2)cc1 the results were AMA1-RON2 inh 79%[activator] and HCMV antiviral 2.
`CC(=O)Nc1cc2c3c(cccc3c1)-c1ccccc1-2` gave AMA1-RON2 inh 20% and HCMV antiviral -21.
Screening Cc1ccc(S(=O)(=O)N(C)C[C@H]2Oc3cc(C#CC4CCCC4)ccc3S(=O)(=O)N([C@H](C)CO)C[C@H]2C)cc1 returned AMA1-RON2 inh -15% and HCMV antiviral -17.
NC(COCc1ccccc1)c1csc(Nc2ccccn2)n1 (centres undefined) was read as AMA1-RON2 inh -1% and HCMV antiviral 15.
Screening O=C(CN(C(=O)c1ccccc1)C(=O)c1ccccc1)OCc1ccccc1 returned AMA1-RON2 inh 22% and HCMV antiviral 15.
Screening COCC1CCN(C(=O)c2ccc3oc(C(C)C)nc3c2)C1 (centres undefined) returned AMA1-RON2 inh -3% and HCMV antiviral inconclusive.
Screening CNc1cncc(-c2cccc(NS(C)(=O)=O)c2)n1 returned AMA1-RON2 inh -4% and HCMV antiviral -5.
Screening Cc1ccc(-c2csc(C(O)c3ccccc3)n2)cc1C (centres undefined) returned AMA1-RON2 inh 1% and HCMV antiviral 33.
Screening COc1ccc(CN2C(=O)C(CC(=O)NCCCN(C)C)CC(C(=O)N3CCOCC3)=C2C)cc1 (centres undefined) returned AMA1-RON2 inh 7% and HCMV antiviral 41.
`NC(=O)c1cccc(Nc2nc(C(N)C3CCCCC3)cs2)n1` (centres undefined) gave AMA1-RON2 inh 91%[activator] and HCMV antiviral 8.
COc1cc(-c2cc(O)c(-c3ccc4ccccc4n3)c(=O)[nH]2)cc(OC)c1OC was read as AMA1-RON2 inh 45%[activator] and HCMV antiviral -1.
COc1ccc(CN2C(=O)CSCC2(C)C(=O)Nc2ccc3c(c2)OCCO3)cc1 (centres undefined) was read as AMA1-RON2 inh -9% and HCMV antiviral 10.
Screening c1cc(CNCCNCc2ccncc2)ccn1 returned AMA1-RON2 inh 17% and HCMV antiviral -18.
Screening CC(=O)Nc1ccc(CN(C)c2c(C)nc3ccc(C(=O)N4CCN(C(=O)c5ccco5)CC4)cn23)cc1 returned AMA1-RON2 inh 14% and HCMV antiviral -10.
CCOC(=O)C1(C)CCCN(C(=O)c2cc(C)oc2C)C1 (centres undefined) was read as AMA1-RON2 inh -11% and HCMV antiviral 29.
`O=C1NC(=O)C2(CCCCCCC2)N1` gave AMA1-RON2 inh 2% and HCMV antiviral -20.
Screening CCC(=O)N1Cc2cc(C(=O)NCC(F)(F)F)nc(-c3cccc(-c4cncnc4)c3)c2[C@@H]1CCO returned AMA1-RON2 inh 3% and HCMV antiviral 26.
For C[C@@H]1CN([C@H](C)CO)C(=O)CCCn2cc(nn2)CO[C@H]1CN(C)C(=O)Nc1ccc(C(F)(F)F)cc1 the results were AMA1-RON2 inh 10% and HCMV antiviral 8.
`Fc1ccc(NC(=S)N2Cc3ccccc3-n3nncc3C2)cc1` gave AMA1-RON2 inh 8% and HCMV antiviral -32.
For OC[C@@H]1CN(Cc2ccccc2)C[C@H](n2cnc3c(N4CCOCC4)ncnc32)O1 the results were AMA1-RON2 inh 1% and HCMV antiviral -12.
OC(c1ccc(Cl)c(F)c1)c1ncc(-c2cccc3ccccc23)[nH]1 (centres undefined) was read as AMA1-RON2 inh 0% and HCMV antiviral inconclusive.
COc1cccc(-c2cnc3c(NC(C)=O)cc(-c4cc(OC)c(OC)c(OC)c4)cn23)c1 was read as AMA1-RON2 inh 5% and HCMV antiviral 248.
O=CNC1(c2ccccc2)CCCCC1 was read as AMA1-RON2 inh -27% and HCMV antiviral 5.
Screening COC(=O)C1=C(c2ccc(OCc3ccccc3)cc2)C[C@@H]2CC[C@H]1N2C(=O)NCCCCc1ccccc1 returned AMA1-RON2 inh -6% and HCMV antiviral -19.
For COc1cccc(N2[C@@H](CC(=O)O)c3cc(C(F)(F)F)ccc3S2(=O)=O)c1 the results were AMA1-RON2 inh 0% and HCMV antiviral 18.
CCN(CC)CCNC(=O)c1ccc(NC(=O)c2ccc(-n3cncn3)c([N+](=O)[O-])c2)cc1 was read as AMA1-RON2 inh 3% and HCMV antiviral -5.
Cc1ccc(O)c(CN(C)Cc2cc(C)ccc2O)c1 was read as AMA1-RON2 inh -5% and HCMV antiviral 70.
CCCCc1c(-c2cccc(OC)c2)ncn1CCc1ccccc1OC was read as AMA1-RON2 inh -27% and HCMV antiviral inconclusive.
CCCCN(C=O)c1c(CC)nc2ccc(C(=O)Nc3cc(-c4ccccc4)ccc3OC)cn12 was read as AMA1-RON2 inh -2% and HCMV antiviral 37.
Screening c1ccc(Cn2c(Cn3c(-c4cnccn4)nc4ccccc43)nc3ccccc32)cc1 returned AMA1-RON2 inh 2% and HCMV antiviral -19.
`COCCNc1ncnc2c1ncn2[C@H]1CN(Cc2cccs2)C[C@@H](CO)O1` gave AMA1-RON2 inh -5% and HCMV antiviral -15.
`CN(C)c1ccc(C(=N)Cc2ccc3ccccc3n2)cc1` gave AMA1-RON2 inh 0% and HCMV antiviral 31.
Screening O=C(CN1C(=O)CCC1=O)Nc1nc2c(F)cc(F)cc2s1 returned AMA1-RON2 inh 4% and HCMV antiviral 16.
CC(C)C[C@@H]1COc2cccc(N(C)CCO)c2S(=O)(=O)N1 was read as AMA1-RON2 inh 0% and HCMV antiviral 11.
For CC(C)n1nnnc1C1c2ccccc2C(=O)N1CCCn1ccnc1 (centres undefined) the results were AMA1-RON2 inh -4% and HCMV antiviral -15.
For O=[N+]([O-])c1ccc(COc2ccccc2CN2CCOCC2)cc1 the results were AMA1-RON2 inh -8% and HCMV antiviral -14.
`CCOC(=O)C1=CCN(S(=O)(=O)c2ccc(C)cc2)C1c1ccc(Br)cc1` (centres undefined) gave AMA1-RON2 inh 8% and HCMV antiviral inconclusive.
For CCOc1ccc(Cl)cc1-c1cc(C(=O)Nc2ccc(OC)cc2OC)[nH]n1 the results were AMA1-RON2 inh -17% and HCMV antiviral -19.
`COc1ccc2c(c1)[C@H]1[C@H](CO2)[C@H](c2ccccc2)[C@@]2(C)C(=O)N[C@H](C)C(=O)N12` gave AMA1-RON2 inh -1% and HCMV antiviral -11.
Screening CCN1C(=O)[C@H]2[C@@H](c3ccc(C)cc3)N[C@]3(CCCN(Cc4ccc(C)cc4)C3=O)[C@H]2C1=O returned AMA1-RON2 inh -5% and HCMV antiviral 9.
Screening Cc1cc(O)ccc1-c1cc(C(=O)NCc2cc(C(F)(F)F)cc(C(F)(F)F)c2)[nH]n1 returned AMA1-RON2 inh 8% and HCMV antiviral 1.
Screening Cc1cccc(C)c1NC(=O)C(c1ccccc1)n1c(=O)c(-c2ccco2)nc2ccccc21 (centres undefined) returned AMA1-RON2 inh 4% and HCMV antiviral -21.
NCC1CCN(c2nc3ccccc3c3c2CCCC3)CC1 was read as AMA1-RON2 inh -6% and HCMV antiviral -36.
C[C@@H]1ON(C)[C@H]2C[C@H]3c4[nH]c5ccccc5c4CCN3C(=O)[C@@H]12 was read as AMA1-RON2 inh 10% and HCMV antiviral 9.
`COc1ccc(/C=C/C(=O)c2cc(F)ccc2OC(=O)c2ccccc2)cc1OC` gave AMA1-RON2 inh -24% and HCMV antiviral -97*.
Cc1ccc(S(=O)(=O)N2CC3(O)CN(C(=O)OC(C)C)N(C(=O)OC(C)C)CC3(OC(=O)NC3CC3)C2)cc1 (centres undefined) was read as AMA1-RON2 inh 1% and HCMV antiviral 4.
For CC1(C(=O)NCCc2ccccc2)Cc2c(-c3ccc(C(N)=O)cc3)ccnc2O1 (centres undefined) the results were AMA1-RON2 inh 4% and HCMV antiviral inconclusive.
Screening COc1ccccc1CNc1nc2cc(-c3ccccc3C)sc2c(=O)n1C returned AMA1-RON2 inh -6% and HCMV antiviral 46.
Screening COCCN(C(=O)c1ccc2c(c1)C(=O)N(c1ccccc1Cl)C2=O)c1c(N)n(CC(C)C)c(=O)[nH]c1=O returned AMA1-RON2 inh 11% and HCMV antiviral inconclusive.
C[C@@H]1CN([C@@H](C)CO)C(=O)CCCn2nncc2CO[C@@H]1CN(C)C(=O)Nc1ccc2c(c1)OCO2 was read as AMA1-RON2 inh 0% and HCMV antiviral 12.
For N#C/C(=C/c1ccc(-c2cccc([N+](=O)[O-])c2)o1)C(=O)Nc1nc(-c2cccs2)cs1 the results were AMA1-RON2 inh 0% and HCMV antiviral -31.
Screening CC1(Cc2cc(Cl)ccc2C(F)(F)F)C(=O)Nc2ccc(-c3ccc(F)c(Cl)c3)cc21 (centres undefined) returned AMA1-RON2 inh -5% and HCMV antiviral -63*.
`CN(C)c1ccc(-c2ccnc3c2CC(C)(C(=O)Nc2cccc(C(F)(F)F)c2)O3)cc1` (centres undefined) gave AMA1-RON2 inh -15% and HCMV antiviral -30.
`CCN(CC)C1Oc2cc3c(cc2C(c2cc(OC)c(O)c(OC)c2)C1C)OCO3` (centres undefined) gave AMA1-RON2 inh 2% and HCMV antiviral 62.
`CC(c1nc2ccccc2[nH]1)n1c(=O)c(-c2ccco2)nc2ccccc21` (centres undefined) gave AMA1-RON2 inh 6% and HCMV antiviral -14.
For COc1ccc(N2CCN(C(=O)C(Cc3ccccc3)NC(=O)c3ccccc3)CC2)cc1 (centres undefined) the results were AMA1-RON2 inh inconclusive and HCMV antiviral -32.
NS(=O)(=O)c1cnccc1NCCc1ccccc1 was read as AMA1-RON2 inh -5% and HCMV antiviral 16.
Screening Cc1ccccc1CN1C(=O)c2ccccc2C1c1nnnn1C(C)C (centres undefined) returned AMA1-RON2 inh 4% and HCMV antiviral -6.
Screening CCCN1CCC(C(=O)NC(c2ccc(F)cc2)c2ncccc2C)CC1 (centres undefined) returned AMA1-RON2 inh 48%[activator] and HCMV antiviral inconclusive.
COC(=O)[C@@]12C[C@@H](CC(=O)NCc3ccc(C)o3)C(=O)N(Cc3ccc4c(c3)OCO4)C1=CCC(C)(C)C2 was read as AMA1-RON2 inh -25% and HCMV antiviral inconclusive.
Screening OC1COC(c2ccccc2)OC1C1OC(c2ccccc2)OCC1O (centres undefined) returned AMA1-RON2 inh -3% and HCMV antiviral 0.
For CCCCC(=O)N(C)c1c(CC)nc2c(OCCC)cccn12 the results were AMA1-RON2 inh 5% and HCMV antiviral -6.
CC(=NNC(=S)N1CCC1)c1ccccn1 was read as AMA1-RON2 inh -34% and HCMV antiviral -101*.
For Cn1c(=O)c2c(-c3ccccc3)n(-c3ccccc3F)cc2n(C)c1=O the results were AMA1-RON2 inh 24% and HCMV antiviral 5.

Some of the compounds tested. The share of hits here may be higher or lower than overall.
